# From PubChem BioAssay
# Pol iota inh – DNA polymerase iota (human) inhibition; Q9UNA4; Pol iota fluorescent replication assay, 10 min; Potency, µM (highest dose often 115 µM), for inactives: at the highest dose activity, negative = inhibition, most hits filed as inhibitors; 390,000 tested, 1% active
#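 Fluorescent replication assay read twice, at 0 min and 10 min after adding 50 nM (final) substrate. Enzyme (10 nM) and compounds were first incubated 15 min at room temperature; enzyme-free buffer wells were negative controls.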
# BAZ2B inh – inhibitors of human BAZ2B bromodomain | Q9UIF8 | 360,000 tested, 4.4% active | AID 504333 | Potency, µM (highest dose often 114 µM), without a hit: top-dose activity change, negative = inhibition, actives largely listed as inhibitors | AlphaScreen BAZ2B-H3K14Ac peptide displacement; also: % is scaled to controls: 0 for no effect and ±100 for the full control effect; nearly all actives have a fitted effect of over 60% in size
#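 Complex of BAZ2B and biotin-H3K14Ac (50 nM apiece) forms over 30 min at RT, then faces library compounds up to 110 uM for another 30 min; AlphaScreen beads added, 20 min dark incubation, luminescence read.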
# POLB inh – inhibitors of human DNA polymerase beta; 340,000 tested, 1.3% active; AID 485314; Potency, µM (series often up to 114 µM), for the others: top-dose activity change, negative = inhibition, actives largely listed as inhibitors; Pol beta primer extension/strand displacement, fluorescence kinetic; P06746; also: % is scaled to controls: 0 for no effect and ±100 for the full control effect
#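 Reaction started by 50 nM substrate onto compound-treated Pol beta (10 nM, 15 min preincubation, room temperature); plates read at 0 min and 10 min. Normalized concentration-effect data fitted by four-parameter Hill equation.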
# POLK inh – inhibitors of human DNA polymerase kappa; Q9UBT6; purified Pol kappa, fluorescent DNA synthesis assay, 10 min; Potency, µM (highest dose often 107 µM), inactives show at the top dose activity, negative = inhibition, most hits filed as inhibitors; 400,000 tested, 0.53% active; also: % is scaled to controls: 0 for no effect and ±100 for the full control effect
# Target sequence (Q9UBT6 whole entry, looked up): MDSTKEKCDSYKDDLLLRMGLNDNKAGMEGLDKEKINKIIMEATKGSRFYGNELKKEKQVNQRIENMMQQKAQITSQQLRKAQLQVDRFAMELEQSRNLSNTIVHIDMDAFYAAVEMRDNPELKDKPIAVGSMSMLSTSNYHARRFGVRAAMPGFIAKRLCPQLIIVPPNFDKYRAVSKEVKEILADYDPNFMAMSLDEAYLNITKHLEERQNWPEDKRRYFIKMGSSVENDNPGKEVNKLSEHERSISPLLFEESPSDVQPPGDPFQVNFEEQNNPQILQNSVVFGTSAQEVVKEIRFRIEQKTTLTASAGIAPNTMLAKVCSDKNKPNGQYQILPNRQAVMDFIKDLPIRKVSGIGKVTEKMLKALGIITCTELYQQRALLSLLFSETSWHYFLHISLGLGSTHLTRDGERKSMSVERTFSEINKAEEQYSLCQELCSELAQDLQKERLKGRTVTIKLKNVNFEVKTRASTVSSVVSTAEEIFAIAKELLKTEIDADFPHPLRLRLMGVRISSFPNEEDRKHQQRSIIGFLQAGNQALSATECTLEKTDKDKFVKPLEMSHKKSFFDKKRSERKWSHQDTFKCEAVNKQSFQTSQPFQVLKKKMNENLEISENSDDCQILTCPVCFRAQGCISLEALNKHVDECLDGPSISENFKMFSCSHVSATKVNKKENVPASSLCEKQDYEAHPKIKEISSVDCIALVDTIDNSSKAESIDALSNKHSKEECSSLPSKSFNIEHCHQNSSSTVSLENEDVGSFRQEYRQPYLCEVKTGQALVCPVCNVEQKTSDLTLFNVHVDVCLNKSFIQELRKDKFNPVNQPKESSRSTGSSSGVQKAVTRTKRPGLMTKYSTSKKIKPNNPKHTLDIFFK
#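 Pol kappa 10 nM + cpd, 15 min RT; start w/ substrate 50 nM final; fluorescence kinetic read, 0 and 10 min. Neg ctrl: buffer, no enzyme.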
# G9a block – blocks human histone lysine methyltransferase G9a; Q96KQ7; G9a H3K9 monomethylation, AlphaScreen, 2 h; Potency, µM (titrated, usually from 102 µM), without a hit: top-dose activity, negative = inhibition, hits mostly inhibitors; 350,000 tested, 8.8% active; AID 504332; also: % is scaled to controls: 0 for no effect and ±100 for the full control effect; nearly all actives have a fitted effect of over 75% in size
#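 Enzyme 20 nM + cpd, 15 min RT; add b-H3K9 pep 500 nM / SAM 20 uM; 2 h RT; anti-H3K9me1 Ab 0.5 ug/mL + SA donor / anti-rabbit acceptor beads 20 ug/mL each, 10 min; AlphaScreen read.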
# BLM helicase inh – Bloom syndrome helicase (human) inhibition | recombinant BLM DNA unwinding, fluorescence dequenching | Potency, µM (series often up to 56.1 µM), for inactives: at the top dose activity change, negative = inhibition, actives largely listed as inhibitors | 350,000 tested, 0.2% active | AID 2528;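 also: plate controls were vehicle for no effect and no enzyme for full effect; nearly all actives have a fitted effect of over 35% in size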
# JMJD2A Tudor inh – inhibitors of human JMJD2A Tudor domain. O75164. AlphaScreen JMJD2A-Tudor / H3K4me3 peptide binding. Potency, µM (series often up to 114 µM), inactives show at the highest dose activity change, negative = inhibition, usual class: inhibitors. 390,000 tested, 4.4% active. AID 504339; also: % is scaled to controls: 0 for no effect and ±100 for the full control effect; nearly all actives have a fitted effect of over 50% in size
# Pol eta inh – blocks human DNA polymerase eta activity; 390,000 tested, 1.2% active; recombinant Pol eta, fluorescent DNA replication assay; AID 588591; Q9Y253; Potency, µM (doses to about 114 µM), inactives show at the top dose activity change, negative = inhibition, most hits filed as inhibitors; also: % is scaled to controls: 0 for no effect and ±100 for the full control effect
#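 Fluorescent replication assay: 50 nM final substrate added after a 15 min room-temperature compound preincubation with 10 nM enzyme. Signal taken at 0 min and again at 10 min.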
# APE1 inh – blocks human APE1 abasic DNA cleavage | P27695 | recombinant APE1, TAMRA/BHQ-2 abasic DNA cleavage fluorescence | Potency, µM (top dose mostly 65.8 µM), for the others: top-dose activity change, negative = inhibition, most hits filed as inhibitors | 350,000 tested, 0.35% active | AID 2517;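 also: plate controls were vehicle for no effect and reference inhibitor for full effect; nearly all actives have a fitted effect of over 55% in size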
#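 Kinetic fluorescence read (525 ex/598 em nm, three reads 60 s apart) of AP-site incision; signal = third minus first read. Enzyme 0.75 nM, dual-labelled THF duplex 50 nM, compound preincubation 15 min RT.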
# Numbers without * were called inactive; ? = inconclusive; · = not tested or not shown; & = joins results of further samples; [ ] = another dose, or the depositor's remark. Calls follow the shape of the dose curve; as a rule, active = well fitted curve in the direction sought with a large enough effect; inconclusive = small, poorly fitted or top-dose-only effect, or another doubt; inactive = no such curve, though single readings can be large; an effect the other way counts as inactive or inconclusive. Potency is read from the fitted curve at half-maximal effect. Only part of the results is shown. The share of hits here may be higher or lower than overall.
Compound,Pol iota inh,BAZ2B inh,POLB inh,POLK inh,G9a block,BLM helicase inh,JMJD2A Tudor inh,Pol eta inh,APE1 inh
O=[N+]([O-])c1cccc(/C([O-])=C(/C(=S)Nc2cccc3ccccc23)[n+]2ccccc2)c1,127%[activator],-36%,2%,-8%,5.6µM*,-17%,?,-15%,6%
O=C(Nc1ccc(N2CCCCC2)cc1)c1ccc(F)cc1,-7%,11%,8%,-18%,?,1%,-14%[11.4 µM],-6%,3%
O=C(O)C1C2C=CC(O2)C1C(=O)Nc1cccc(C(F)(F)F)c1 (stereo not given),42%[activator],4%,21%,-16%,·,6%,-16%,-19%,8%
CC(Sc1nc(N2CCOCC2)nc(N2CCOCC2)n1)C(=O)Nc1ccccc1 (stereo not given),12%,9%,0%,-9%,2%,-1%,0%,10%,2%
Cc1ccc(-c2cc3nn(-c4ccccc4)c(N)c3c(=O)o2)cc1,-8%,-2%,28%,-14%,·,-3%,-15%,-12%,-5%
COc1ccc(NC(=O)C2C3CC/C=C\CCC32)cc1 (stereo not given),41%[activator],-4%,0%,-3%,1%,0%,2%,-22%,-4%
C=CCN(c1ccc(C(=O)Nc2cc(C)cc(C)c2)cc1)S(C)(=O)=O,10%,5%,-8%,-8%,-2%[59 µM],-5%,-6%,-14%,-7%
CCc1ccc(NC2Nc3cc(C)nn3S2)cc1 (stereo not given),46%[activator],?,1%,0%,1µM*,5%,22µM*,-24%,3%
Cc1ccc(OCc2cc(C(=O)N3CCN(c4ccccc4)CC3)no2)cc1C,27%,-14%,18%,-10%,37%,-5%,-19%,-11%,-5%
NC(=O)c1c(N)sc2c1CCCC2,100%[activator],?,13%,-20%,2.5µM*,-12%,-32%,-10%,-7%
O=C1C2C3C=CC(CC3)C2C(=O)N1c1ccc2c(c1)OCO2 (stereo not given),-13%,2%,1%,-6%,?,5%,-13%,0%,-2%
CCNC(=S)N1CCN(C(=O)c2ccco2)CC1,?,0%,19%,12%,10%[59 µM],-6%,-8%,-9%,1%
CCN(CC)C(=O)c1cc([N+](=O)[O-])cc2c1-c1ccc([N+](=O)[O-])cc1C2=C(C#N)C#N,10%,?,1%,-1%,50µM*,-3%,?,-13%,1%
COc1ccc(N(Cc2cccs2)C(=O)c2ccc(OC)c(Cl)c2)cc1,28%,-29%,-23%,2%,27%[59 µM],-11%,4%,-24%,·
CCOC(=O)[C@@H]1[C@H]2COc3ccccc3[C@H]2N2C(=O)N(c3ccc(Br)cc3)C(=O)[C@]12C,-20%,·,·,-17%,·,·,-28%,-14%,-7%
CC1(C)Cc2nc3sc4c(SCC(=O)NCc5ccco5)ncnc4c3cc2CO1,-16%,-26%,?,-10%,?,-2%,-21%,22µM*,-9%
CN(Cc1ccon1)Cc1cn(Cc2ccccc2)nc1-c1ccc2c(c1)OCO2,-13%,-12%,14%,-1%,·,-8%,-14%,-7%,6%
CCOC(=O)CCSc1nc2c(c(C(F)(F)F)c1C#N)CCC2,-22%,153%[activator],4%,-5%,9%[12.7 µM],-8%,144%[activator],-3%,3%
O=C(CSc1nc2ccccc2s1)Nc1cc(S(=O)(=O)N2CCOCC2)ccc1Cl,18%,?,9%,-20%,?,1%,-21%,-2%,6%
CCCN(C(=O)Cc1nc(N)n[nH]1)C1(C(=O)Nc2c(C)cccc2C)CCCCC1,3%,79µM*,0%,2%,-4%[12.7 µM],0%,-35%,-8%,1%
Cc1cccc(OCC(=O)N/N=C2/SCC(=O)N2Cc2ccco2)c1,74%[activator],-18%,?,-9%,-7%,-7%,-32%[11.4 µM],-4%,0%
N#C/C(=C/c1ccc(C(=O)O)cc1)C(=O)Nc1ccccc1,?,7%,2%,-2%,?,-1%,-8%,-16%,-8%
O=C1NCCCCC1NS(=O)(=O)c1cccc2ccccc12 (stereo not given),15%,-12%,23%,2%,7%,-2%,-8%,-10%,-4%
Cc1nnc(NC(=O)CSc2n[nH]c(-c3ccccc3)n2)s1,13%,-17%,22%,-17%,22%,1%,-13%,-7%,-4%
CN(CC(=O)N1CCc2ccccc2C1)c1ccccc1,-2%,-20%,15%,7%,3%,-3%,-15%,-16%,10%
CCOC(=O)c1c(C)[nH]c(C(=O)COC(=O)C2(C)CC2(Cl)Cl)c1C (stereo not given),1%,?,-4%,-13%,-5%,-3%,-19%,-8%,?
CN(C=O)c1ccc(CSc2ccccc2)cc1,60%[activator],·,·,-13%,·,·,-36%,-9%,·
O=C(NCCCCc1ccccc1)C1CC(c2ccc(C(F)(F)F)cc2)=NO1 (stereo not given),20%,11%,3%,4%,21%[12.7 µM],-10%,-6%,-8%,-3%
COc1ccc2oc(=O)cc(-c3cc4ccccc4o3)c2c1,16%,-15%,-10%,6%,7%,-2%,-34%,-2%,72%[activator]
C/C(CC(=O)Nc1ccc(Cl)c(Cl)c1)=N\NC(=O)C(=O)N1CCCCC1,56%[activator],-5%,-25%,5%,-12%,-3%,-16%,-10%,-1%

# Pulled one by one from the list above (two):
Compound,Pol iota inh,BAZ2B inh,POLB inh,POLK inh,G9a block,BLM helicase inh,JMJD2A Tudor inh,Pol eta inh,APE1 inh
CN(Cc1ccon1)Cc1cn(Cc2ccccc2)nc1-c1ccc2c(c1)OCO2,-13%,-12%,14%,-1%,·,-8%,-14%,-7%,6%
O=C(Nc1ccc(N2CCCCC2)cc1)c1ccc(F)cc1,-7%,11%,8%,-18%,?,1%,-14%[11.4 µM],-6%,3%

# The listing continues:
Compound,Pol iota inh,BAZ2B inh,POLB inh,POLK inh,G9a block,BLM helicase inh,JMJD2A Tudor inh,Pol eta inh,APE1 inh
O=C(CO)N/N=C/c1cccc(Cl)c1Cl,-8%,-5%,30%,-6%,6%[59 µM],-1%,-8%,-19%,26%
COc1ccc(N2CC(C(=O)N3CCN(C)CC3)CC2=O)cc1 (stereo not given),-7%,0%,24%,-6%,?,0%,-1%,-4%,30%
Cc1ccc(C(=O)NCC(=O)N2CCCN(C)CC2)cc1C,21%,·,·,8%,·,·,-11%,-17%,18%
Cc1nc(-c2ccc(C)c(S(=O)(=O)N3CCC(C(=O)Nc4ccc(Cl)cc4)CC3)c2)no1,-5%,-5%,1%,-15%[60.1 µM],0%[59 µM],-6%,-22%,-33%,·
COc1ccc(C2=[N+]([O-])C(C)(C)N(O)C2(C)C)cc1,5%,-5%,51%,1%,-31%[59 µM],-1%,-5%,-11%,7%
CC(=O)NC1=C(N(C)C2CCS(=O)(=O)C2)C(=O)c2ccccc2C1=O (stereo not given),39%[activator],-24%,22%,1%,7.9µM*,-7%,-3%,-19%,-2%
COCCCNS(=O)(=O)c1ccc(S(=O)(=O)N2CCCC2)cc1,-2%,-8%,13%,-1%,1%[59 µM],0%,-20%,9%,?
CC1(C)CC(=O)C=C(c2ccc(I)cc2)C1,?,11%,·,-6%,-14%[0.501 µM],·,14%,-12%,-2%
COc1ccc(C(=O)Nc2ccc(O)c3ccccc23)cc1,?,·,·,5%,·,·,?,-5%,·
Cc1ccc(C)c(C(=O)OCC(=O)Nc2ccc(N3CCOCC3)cc2)c1,90%[activator],-7%,23%,-18%,0%,-3%,-18%,7%,15%
CC(C)(C)OC(=O)N1CCC(CC2CC(c3ccncc3)=NO2)(C(=O)O)CC1 (stereo not given),26%,7%,·,9%,14%[2.33 µM],·,-3%,-4%,-8%
COc1ccc(NC(=O)CN(C)C(=O)CSCc2c(C)noc2C)cc1,20%,10%,·,-22%,3%,·,-8%,2%,10%
O=C(c1ccco1)N1CCN(CCCCOc2ccc(F)cc2)CC1,3%,-30%,0%,-13%,?,-6%,-9%,-24%,0%
Oc1ccc(CNc2ccccc2F)c2cccnc12,4%,14µM*,5%,3%,1µM*,0%,79µM*,-15%,58%&21%[activator]
S=c1[nH]nc(-c2ccco2)n1-c1ccc(Br)cc1,-8%[58.9 µM],·,·,-11%,·,·,25µM*,-10%,·
CCc1ccc(NC(=O)C(CC)Sc2nc3ccsc3c(=O)n2CCC(=O)O)cc1 (stereo not given),55%[activator],-1%,0%,19%,·,5%,2%,-8%,5%
C/C(N)=C(/C#N)C(=O)COC(=O)CCCNC(=O)c1ccc(Cl)cc1,36%[activator],3%,0%,-7%,4%,-1%,-10%,-13%,-4%
Nc1nc(-c2ccc3c(c2)CCCC3)c(CC(=O)O)s1,29%,-5%,50%,0%,50µM*,0%,-20%,-1%,4%
CC(=O)c1cccc(NC(=O)C2CCN(S(=O)(=O)c3ccc(F)cc3)CC2)c1,-2%,·,6%,-12%,2%[59 µM],-4%,16%,-15%,0%
O=C(Nc1nc(-c2ccccn2)cs1)c1ccco1,0%,7.9µM*,?,-21%,20µM*,-19%,56µM*,?,-6%
COc1ccccc1-c1nc(SCC(=O)c2ccccc2)n[nH]1,4%,1%,0%,-8%,-5%[59 µM],0%,4%,-10%,·
O=C(NCc1ccc2c(c1)OCO2)c1ccncc1,7%,-2%,80%,-5%,-7%[59 µM],0%,-16%,-6%,0%
COc1cc(C(=O)NC(=S)N(C)Cc2ccccc2)cc(OC)c1OC,-29%,?,15%,-10%,-30%,-3%,-26%,-1%,4%
CCC(Sc1nc(C)cc(=O)[nH]1)C(=O)Nc1nnc(C)s1 (stereo not given),13%,8%,3%,-6%,-16%[59 µM],2%,-20%,2%,-1%
COc1cc2[nH]c3c(=O)n(CCN(C(C)C)C(C)C)cnc3c2cc1OC,16%,1%,5%,?,79µM*,-1%,-10%,0%,2%
CCC1(c2cccc(Cl)c2)NC(=O)N(Cc2cc(C(=O)OC)c(C)o2)C1=O (stereo not given),-8%,?,?,-2%,-27%[59 µM],4%,?,-16%,3%

# Four entries out of the list above, arranged by their value in BAZ2B inh, high to low:
Structure	BAZ2B inh
COc1ccc(NC(=O)CN(C)C(=O)CSCc2c(C)noc2C)cc1	10%
CC(C)(C)OC(=O)N1CCC(CC2CC(c3ccncc3)=NO2)(C(=O)O)CC1 (stereo not given)	7%
C/C(N)=C(/C#N)C(=O)COC(=O)CCCNC(=O)c1ccc(Cl)cc1	3%
O=C(CO)N/N=C/c1cccc(Cl)c1Cl	-5%
